Screens: PubChem, several laboratories
HTR5A inv ctr = inverse agonist of human HTR5A in OPRM1-OPRD1 counter-screen. 340,000 compounds, 0.083% hits. HTR5A cell line, luminescence, inverse agonism. inhibition, % at 9.3 µM. P47898. AID 504634; in the data active means inhibition mostly above about 23%, no sharp cut-off; inactive means mostly below about 18%;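 further: 0% = cells with DMSO and 100% = no-cell wells with DMSO; some compounds called inactive have numbers as strong as hits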
Target sequence (P47898 whole entry, looked up): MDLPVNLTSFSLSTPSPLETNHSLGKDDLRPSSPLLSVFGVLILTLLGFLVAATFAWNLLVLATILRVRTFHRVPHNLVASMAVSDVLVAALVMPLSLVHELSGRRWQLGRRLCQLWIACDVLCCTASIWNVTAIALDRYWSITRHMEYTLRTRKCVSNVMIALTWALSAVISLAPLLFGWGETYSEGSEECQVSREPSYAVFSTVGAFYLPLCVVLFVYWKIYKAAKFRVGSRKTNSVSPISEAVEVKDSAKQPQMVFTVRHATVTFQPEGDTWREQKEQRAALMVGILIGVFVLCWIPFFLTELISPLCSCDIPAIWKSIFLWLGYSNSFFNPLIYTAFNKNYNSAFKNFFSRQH
V-ATPase pH = yeast V-ATPase proton transport regulation by pHLuorin. response, % at 10 µM. 350,000 compounds, 0.37% hits. AID 504577. S. cerevisiae, pHLuorin cytosolic pH fluorescence; in the data active means response mostly above about 7.3%, no sharp cut-off; inactive means mostly below about 5.4%; further: actives read high; inactives centre near 0; some compounds called inactive have numbers as strong as hits; reference of the scale not given here
PKA-R1A act = activators of PKA-R1A complex. 340,000 compounds, 0.083% hits. P00514+P68181. PKA-R1A dissociation, Cy5-IP20 fluorescence polarization; scaled: DMSO 0%, 113 µM cGMP 100%. activation, % at 11.4 µM;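 active means percent activation above the mean of all tested compounds plus 3 SD, cut at about 19% in these data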;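 further: higher means more PKAc released from R1A so a rise in polarization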
HTR5A ag = counter-screen for OPRM1-OPRD1 agonists: human HTR5A agonism. P47898. HTR5A agonist assay, luminescence, cell-based. activation, % at 9.3 µM. 340,000 compounds, 0.61% hits. AID 504692; in the data active means activation mostly above about 9.5%, no sharp cut-off; inactive means mostly below about 7.6%;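 further: 0% = cells with vehicle only and 100% = reference agonist; strong numbers were not always called active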
Pemphigus Ab inh = human desmoglein-3 autoantibody binding inhibition | P32926 | DSG3-coupled beads, scFv-anti-DSG3-GFP binding, flow cytometry; stronger effect = lower value | binding (percent of control), % at 10 µM | 310,000 compounds, 0.48% hits | AID 588358;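 active means binding more than 3 SD below its plate's average and above zero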;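 further: hits lower antibody fragment binding to DSG3; some compounds called inactive have numbers as strong as hits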
OPRM1-OPRD1 inv = inverse agonist of human OPRM1-OPRD1 heterodimerization | cell-based MOR-DOR heterodimer luminescence, inverse agonism | 340,000 compounds, 0.21% hits | inhibition, % at 9.3 µM | P35372+P41143; in the data active means inhibition above about 22%, passing the limit was not always enough;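 further: 0% = cells with DMSO and 100% = wells without cells with DMSO; values of inactives mirror those of a sister screen read the other way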
OPRM1-OPRD1 ag = OPRM1-OPRD1 heterodimerization agonism. cells, luminescence. 340,000 compounds, 0.3% hits. activation, % at 9.3 µM. AID 504326. P35372+P41143; in the data active means activation above about 18%;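 further: 0% = vehicle-treated cells and 100% = reference agonist; values of inactives mirror those of a sister screen read the other way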
PKA-R2B act = activates the human PKA-R2B holoenzyme complex; PKA-R2B holoenzyme dissociation, Cy5-IP20 fluorescence polarization; R2B truncated from residue 108, S112A mutant; 0% DMSO only, 100% 113 µM cGMP; activation, % at 11.4 µM; 340,000 compounds, 0.079% hits;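 active means activation above a cutoff set at the mean over all compounds plus 3 SD, cut at about 18% in these data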;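 further: higher means more holoenzyme dissociation and a rise in polarization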
DAGLB inhibitor = diacylglycerol lipase beta (human) inhibition | 340,000 compounds, 0.059% hits | HEK293T DAGLB membrane lysate, EnzChek fluorogenic substrate | AID 504411 | Q8NCG7 | inhibition, % at 5.17 µM; in the data active means inhibition above about 34%;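 further: 0% = enzyme with vehicle and 100% = wells lacking enzyme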
Target sequence (Q8NCG7 whole entry, looked up): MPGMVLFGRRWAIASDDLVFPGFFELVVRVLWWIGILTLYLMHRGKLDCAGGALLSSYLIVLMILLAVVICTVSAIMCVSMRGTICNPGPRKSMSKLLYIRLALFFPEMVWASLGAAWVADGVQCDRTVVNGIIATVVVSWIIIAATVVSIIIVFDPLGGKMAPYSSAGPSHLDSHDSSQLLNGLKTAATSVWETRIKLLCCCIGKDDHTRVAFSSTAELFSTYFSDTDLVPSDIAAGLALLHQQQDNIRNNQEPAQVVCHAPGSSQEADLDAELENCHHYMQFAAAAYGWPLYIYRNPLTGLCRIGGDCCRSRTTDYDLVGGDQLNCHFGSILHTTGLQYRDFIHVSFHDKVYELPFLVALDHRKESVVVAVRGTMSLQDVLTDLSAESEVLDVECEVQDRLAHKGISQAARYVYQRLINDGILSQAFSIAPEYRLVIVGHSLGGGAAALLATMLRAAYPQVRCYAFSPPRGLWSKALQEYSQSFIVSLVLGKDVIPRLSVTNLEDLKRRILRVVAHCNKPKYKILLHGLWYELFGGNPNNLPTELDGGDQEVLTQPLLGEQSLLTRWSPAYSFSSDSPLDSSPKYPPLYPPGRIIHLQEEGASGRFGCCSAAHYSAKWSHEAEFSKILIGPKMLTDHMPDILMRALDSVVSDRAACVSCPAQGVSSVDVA
Arrestin-AP2 inh = inhibitors of human beta-arrestin and AP2 interaction; FITC-arrestin peptide / GST-AP2 beads, flow cytometry; AP2 beta2 appendage carries R879A mutation; inhibition, % at 10 µM; 340,000 compounds, 0.31% hits;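 active means inhibition above a set limit, near 3 SD of compounds lacking own fluorescence, cut at about 54% in these data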;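 further: plate controls were DMSO wells for no effect and 5 µM unlabelled arrestin peptide for full effect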
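test system = AP2 appendage R879A on GSH beads | buffer or medium = PBS plus Tween 20 (0.05%) and BSA (0.1%) | incubation = 12 min plus 1 h, RT | detection = bead flow cytometry, FITC channel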
* marks the source's active call; other numbers are inactive results; . = not tested or not shown.

Every second line gives: HTR5A inv ctr	V-ATPase pH	PKA-R1A act	HTR5A ag	Pemphigus Ab inh	OPRM1-OPRD1 inv	OPRM1-OPRD1 ag	PKA-R2B act	DAGLB inhibitor	Arrestin-AP2 inh
Clc1ccc(-n2nnnc2CN2CCOCC2)cc1
  14	2	4	-5	.	-1	0.2	-3	-1	-4
COC(=O)c1c(NC(=O)COC(=O)CNC(=O)C2CCCCC2)sc(C)c1C
  24	-1	-2	5	107	-6	1.1	-10	-1	0
COc1ccc(OC)c(NC(=O)CCn2c(=S)[nH]c3ccccc3c2=O)c1
  -7	-1	5	2	93	4	-0.8	0	-1	-2
Cc1ccc(S(=O)Cc2ccc(C(=O)N3CCN(C4CCCCC4)CC3)o2)cc1 (configuration not stated)
  4	2	-6	-2	99	8	-1.5	2	1	-4
Clc1ccc(-c2cn3nc4c(nc3n2)CCCC4)cc1
  8	2	-4	-4	117	-7	1.5	3	-1	3
CN(Cc1ccccc1)c1nc2c(c(=O)[nH]c(=O)n2C)n1CCOc1ccccc1
  -2	-1	0	2	100	1	-0.1	3	7	-1
CSCCC1NC2(C(=O)Nc3c(C)cc(Cl)cc32)[C@@H]2C(=O)N(C3CCCC3)C(=O)[C@H]12 (some centres not stated)
  -11	-4	3	4	102	-34	6.3	-3	-1	9
COc1ccc(CCNC(=O)COC(=O)c2cnc(Cl)c(Cl)c2)cc1
  7	-1	-3	0	94	-7	1.8	-1	-5	3
COC(=O)C1=C(C)Nc2ncnn2C1c1ccco1 (configuration not stated)
  -9	-1	1	-8	107	2	-0.4	11	1	3
CCCNC(=O)C(Cc1ccccc1)NC(=O)c1cccc([N+](=O)[O-])c1 (configuration not stated)
  -10	2	-1	4	104	7	-1.3	-3	-2	20
O=C(N/N=C/c1ccc(-c2ccccc2[N+](=O)[O-])o1)c1cccnc1
  -5	14	-9	2	86	-28	5.2	7	3	3
Cc1ccc(NC(=O)CN(C)C(=O)c2cccc(S(=O)(=O)NCc3cccs3)c2)cc1
  22	-2	-10	0	100	12	-2.9	-12	0	-14
COc1ccc2oc(C(=O)OCC(=O)NC3(C#N)CCCC3)c(C)c2c1
  -2	1	-7	1	106	14	-2.7	-3	3	-11
CC(c1ccccc1)n1c(-c2ccncc2)n[nH]c1=S (configuration not stated)
  6	0	-1	1	98	-5	1.3	7	-1	-1
CCN(CC)C(=O)C1=C(C)N(CCC2=CCCCC2)C(=O)C(CC(=O)NCc2cccs2)C1 (configuration not stated)
  .	-1	-2	.	.	.	.	-6	-2	.
O=C(c1ccc(F)cc1)C1CCN(Cc2ccccc2)CC1
  -7	-1	5	-2	118	5	-1.0	-7	0	-7
O=C(NCCCCCCNC(=O)c1cccs1)c1cccs1
  -29	1	12	2	83	9	-1.5	-5	-1	0
O=C(Cn1ncc2c3ccccc3n(Cc3ccccc3)c2c1=O)NCc1ccccn1
  16	-1	2	-3	104	8	-1.6	0	0	9
Cc1ccccc1NC(=O)/C(=C/c1ccco1)c1ccccc1
  -4	5	7	-2	120	-10	2.4	-2	-10	-4
Cc1cc(C)cc(OCC(=O)Nc2cnn(CCCC(=O)O)c2)c1
  -5	3	0	6	.	2	-0.4	-10	1	2

Complete entries, looked up by structure:
`Cc1ccccc1NC(=O)/C(=C/c1ccco1)c1ccccc1` reads HTR5A inv ctr: -4; V-ATPase pH: 5; PKA-R1A act: 7; HTR5A ag: -2; Pemphigus Ab inh: 120; OPRM1-OPRD1 inv: -10; OPRM1-OPRD1 ag: 2.4; PKA-R2B act: -2; DAGLB inhibitor: -10; Arrestin-AP2 inh: -4
`CCN(CC)C(=O)C1=C(C)N(CCC2=CCCCC2)C(=O)C(CC(=O)NCc2cccs2)C1` (configuration not stated) reads HTR5A inv ctr: .; V-ATPase pH: -1; PKA-R1A act: -2; HTR5A ag: .; Pemphigus Ab inh: .; OPRM1-OPRD1 inv: .; OPRM1-OPRD1 ag: .; PKA-R2B act: -6; DAGLB inhibitor: -2; Arrestin-AP2 inh: .

The results go on.
Every second line gives: HTR5A inv ctr	V-ATPase pH	PKA-R1A act	HTR5A ag	Pemphigus Ab inh	OPRM1-OPRD1 inv	OPRM1-OPRD1 ag	PKA-R2B act	DAGLB inhibitor	Arrestin-AP2 inh
NCCSc1c(-c2ccccc2)[nH]c2ccccc12
  3	0	-5	-3	104	-10	1.7	7	-1	1
CC(C)(C)OC(=O)N1CC2Cc3[nH]c(=O)ccc3C(C2)C1 (configuration not stated)
  -8	-5	4	0	.	14	-2.3	6	-1	3
COc1ccccc1C(=O)NC(CCSC)C(=O)N1CCN(C/C=C/c2ccccc2)CC1 (configuration not stated)
  -6	2	1	-3	95	5	-1.0	0	0	-10
O=C(COc1ccc(-n2cnnn2)cc1)Nc1ccc(F)c(F)c1F
  11	-3	-6	0	.	17	-4.4	-4	0	-1
COc1cc(Cl)ccc1OCc1cc(C(=O)NCC(C)c2ccccc2)no1 (configuration not stated)
  -13	-1	0	-2	88	-11	2.2	-6	-1	-9
CN1CCN(CC(=O)N2N=C(c3cccs3)CC2c2ccco2)CC1 (configuration not stated)
  14	-2	-5	0	87	20	-3.9	7	2	2
COc1cccc(C(=O)Oc2c(CN3CCOCC3)cc(Cl)c3cccnc23)c1
  20	-2	8	-8	100	8	-1.6	2	1	7
O=C(CN1C(=O)c2ccccc2C1=O)Nc1cccc2cccnc12
  -27	-2	1	11	103	-9	1.6	-7	1	22
O=C(/C=C/c1ccc(OCCCF)cc1)NCc1ccc(Cl)cc1
  -9	4	-15	4	95	-20	4.0	3	-9	-4
Fc1ccccc1-n1[nH]nnc1=S
  11	0	1	4	.	0	0.0	-8	-1	8
CN(C)CCNC(=S)Nc1ccc(Br)cc1
  2	-1	5	-1	101	13	-2.1	-9	-1	-14
Cc1nn(C)c(-c2n[nH]c(=S)n2-c2ccccc2)c1Cl
  22	1	-4	-6	98	10	-1.9	-2	0	-16
Cc1cccc(S(=O)(=O)CC(=O)Nc2nc(-c3ccccc3)cs2)c1
  -1	-2	-3	1	104	-37	7.4	-2	-2	-11
O=C(COC(=O)c1cc(S(=O)(=O)N2CCOCC2)ccc1Cl)c1ccc[nH]1
  .	1	1	.	98	.	.	-12	2	.
Nc1cc(N)nc(SCC(=O)NCc2ccco2)n1
  5	3	-5	-2	97	16	-3.4	-10	-3	-20
Cc1ccc(NC(=O)c2cnccn2)c(Br)c1
  -11	2	7	-3	107	2	-0.3	6	-3	29
CNC(=S)N(Cc1cc2ccc(OC)cc2[nH]c1=O)CC1CCCO1 (configuration not stated)
  -8	-1	3	3	111	6	-1.2	-10	2	37
Cc1c(C#N)c(O)n(CCO)c(=O)c1N=Nc1ccccc1
  -11	2	-2	-5	110	15	-2.9	-8	4	0
COc1cc(CNCCNC(=O)c2cccs2)cc(OC)c1OC
  -20	1	-5	2	.	4	-0.8	-2	-1	12
CC(=O)Nc1ccc(NC(=O)CSc2nc(=O)n(Cc3cccnc3)c3c2CCC3)cc1
  10	-1	3	-4	114	5	-0.9	-4	-1	15
Cc1nc2n(COCCO)cnn2c(=O)c1Br
  0	-2	-3	-5	103	20	-4.3	2	-5	.
Cc1cccc(CSc2nc3ccncc3n2CC(=O)Nc2cc(C)cc(C)c2)c1
  .	0	1	.	100	.	.	4	-2	5
CCN(C[C@H]1N[C@@](C)(C(=O)OC)[C@H]2C(=O)N(C)C(=O)[C@@H]12)C(=O)COc1ccccc1
  8	2	-18	-2	111	13	-2.7	-2	-1	16
O=C(O)c1n[nH]c2c1CCCCC2
  -5	2	-6	-4	.	11	-2.1	3	5	9
OCCC1CN(Cc2ccc(Oc3ncccn3)cc2)CCN1C1CCCCC1 (configuration not stated)
  -38	0	5	4	99	14	-2.6	-10	-1	-2
CCOc1cc(C=O)ccc1OCCn1c([N+](=O)[O-])cnc1C
  22	-1	0	4	67	6	-1.0	5	0	16
CCc1cc(CNC(=O)C2CCC(=O)N(Cc3ccc(Cl)cc3)C2)on1 (configuration not stated)
  2	-3	1	-2	92	13	-2.4	-5	-2	27
COc1ccc2cc(C(=O)C3CCCN(C(=O)CCc4ccccn4)C3)ccc2c1 (configuration not stated)
  -13	0	8	5	99	1	-0.1	-3	1	-21
C[C@@H](C(=O)Nc1nc2ccc(F)cc2s1)N1C(=O)C2CC=CCC2C1=O (some centres not stated)
  -5	3	-6	4	104	13	-2.5	2	0	26
O=C(CSc1cccc[n+]1[O-])NC1CCCCCCC1
  12	3	6	-1	113	21	-4.3	-5	-1	8
COc1ccc2occ(C(=O)c3ccccc3)c2c1
  3	-1	-2	-1	.	10	-2.1	-9	-7	11
Cc1nnc(SC(C)C(=O)Nc2nccs2)s1 (configuration not stated)
  0	0	-8	0	96	2	-0.3	-5	1	-97
CN(CC(=O)Nc1cccc(F)c1)C(=O)/C=C/c1cc(Br)ccc1OC(F)F
  -1	4	1	-4	.	-9	1.4	-4	-1	-3
COc1cc(C=NC2CCCCC2)ccc1O
  .	-2	4	.	106	.	.	-15	0	.
O=S(=O)(O)c1nc2ccccc2n1CCOc1ccccc1
  28	3	8	5	104	8	-1.4	-16	1	-3
Cc1noc(C)c1COC(=O)/C=C/c1ccccc1Cl
  2	-1	-17	-7	126	-43	8.2	-11	-8	-9
COc1ccc(C(=O)/C=C/c2ccc(OC)c(COc3ccc(F)cc3)c2)cc1
  -5	1	-1	2	93	-3	0.5	1	-7	-8
CCCC12C(=O)C(C)(C(c3ccccc3)=C1c1ccccc1)C1C(=O)N(c3ccc(C)cc3)C(=O)C12 (configuration not stated)
  9	0	-4	0	.	4	-0.7	5	-2	8
CC(C)Cn1c(-c2csc3c2CCCC3)n[nH]c1=S
  3	3	-15	-3	99	-8	1.5	-6	-4	26
CCOC(=O)N1CCN(S(=O)(=O)Cc2ccccc2)CC1
  2	0	2	5	103	3	-0.6	0	0	6
OCCN1CCN(CC(O)COCC2COc3ccccc3O2)CC1 (configuration not stated)
  3	2	-18	2	97	9	-1.6	3	0	9
O=C1c2oc3ccc(Br)cc3c(=O)c2C(c2cccc(F)c2)N1CCO (configuration not stated)
  31	0	-13	-13	103	11	-2.7	-9	0	0
CC(Oc1ccc(F)cc1)C(=O)N(Cc1ccccc1)c1c(N)n(Cc2ccccc2)c(=O)[nH]c1=O (configuration not stated)
  -7	-2	-3	-1	94	1	-0.1	-26	10	5
CCCC12CN3CC(C)(CN(C1)C3c1ccc(OC(C)C)cc1)C2=O (configuration not stated)
  -1	2	3	-2	108	-27	5.3	-3	-8	35
COc1ccc(OC(=O)CCN2C(=O)C3C4C=CC(C4)C3C2=O)cc1 (configuration not stated)
  -11	3	-3	0	85	13	-2.6	2	0	3
CC(=O)COC(=O)c1cccc(N2C(=O)C3C4C=CC(C4)C3C2=O)c1 (configuration not stated)
  -11	0	-8	4	102	-7	1.3	1	2	11
